GLP1R cytotox: cytotoxicity in counter-screen for GLP-1R inverse agonists; HEK293 cAMP-luciferase reporter cells, luminescence, 24 h; Potency, µM (doses to about 38.3 µM), without a hit: top-dose activity change, negative = inhibition, actives largely listed as inhibitors; 410,000 tested, 0.13% active; AID 624418;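 note: loss of luciferase light is scored as toxicity; potency is the fitted concentration of half-maximal effect; % is set by controls: 0 for no effect and ±100 for the full control effect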
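Luminescence readout: signal drop marks cytotoxicity. Plated cells grew 12 h at 37 °C, 5% CO2, received 23 nL compound for 24 h, then got luciferase reagent, read after 12 min at RT.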
aSyn rescue: alpha-synuclein toxicity inhibition in yeast; Yeast expressing alpha-synuclein, growth rescue, BacTiter-Glo, 24 h; Potency, µM (doses to about 46.1 µM), without a hit: top-dose growth rescue (activation), usual class: activators; 370,000 tested, 0.14% active; note: potency is the fitted concentration of half-maximal effect; % of control where 0% means no effect; nearly all actives have a fitted effect of over 65% in size
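Readout is rescue of growth in alpha-synuclein-expressing yeast, so inhibitors of toxicity appear as activators. Growth after 24 hr at 30 deg C in galactose medium is quantified by luminescence.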
DRD3 antagonist: D3 dopamine receptor (human) antagonism | P35462 | 360,000 tested, 2.5% active | D3R cells, DiscoveRx beta-arrestin luminescence, antagonist mode; active compounds read low | max response, negative = inhibition, %; in the data active = max response below about -50%; inconclusive = no clear call, values can overlap the other calls; note: % is set by controls: 0 for no effect and ±100 for the full control effect; mostly tested at two doses, the higher about 12 µM
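Cells expressing the human receptor were seeded at 1500 cells/well, incubated overnight at 37 degrees C in 5% CO2, then exposed to library compounds with dopamine controls for 90 minutes at 37 degrees C before luminescent detection.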
PTHR1 agonist: agonists of human PTHR1 parathyroid hormone receptor. Q03431. HEK293 GP2 PTHR1 cells, GloSensor cAMP luminescence, 1 h. 410,000 tested, 0.075% active. Potency, µM (highest dose often 115 µM), without a hit: at the highest dose activation, actives largely listed as activators; note: potency is the fitted concentration of half-maximal effect; nearly all actives have a fitted effect of over 55% in size; some results filed as inactive show a strong effect at the top dose; inactives centre near -15; many of its hits are not listed in these tables
Target sequence (Q03431 whole entry, looked up): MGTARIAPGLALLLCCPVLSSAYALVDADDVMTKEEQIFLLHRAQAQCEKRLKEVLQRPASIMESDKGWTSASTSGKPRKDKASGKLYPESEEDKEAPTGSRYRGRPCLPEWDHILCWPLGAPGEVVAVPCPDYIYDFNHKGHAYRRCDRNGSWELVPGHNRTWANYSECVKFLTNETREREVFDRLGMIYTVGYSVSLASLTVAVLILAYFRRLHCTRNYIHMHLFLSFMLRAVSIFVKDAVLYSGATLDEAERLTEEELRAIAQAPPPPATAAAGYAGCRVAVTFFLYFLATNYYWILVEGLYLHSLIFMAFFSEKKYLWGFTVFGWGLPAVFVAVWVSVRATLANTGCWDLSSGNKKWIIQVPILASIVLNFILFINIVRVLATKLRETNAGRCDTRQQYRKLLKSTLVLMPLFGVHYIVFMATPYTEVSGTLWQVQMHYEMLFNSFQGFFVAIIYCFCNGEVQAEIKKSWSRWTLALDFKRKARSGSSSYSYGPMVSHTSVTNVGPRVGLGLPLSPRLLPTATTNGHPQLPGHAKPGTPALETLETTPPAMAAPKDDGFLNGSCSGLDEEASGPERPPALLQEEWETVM
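HEK-293-derived GP2 cells expressing PTHR1 and a GloSensor cAMP reporter, 3,000/well, plated overnight, given luciferin plus IBMX (each 0.5 mM as added) for 1 h at 37 °C, then compound for 1 h at 37 °C. Luminescence was read after 15 min at room temperature.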
GLP-1R agonist: GLP-1 receptor (human) agonism; P43220; HEK293 GLP-1R CRE-luciferase, luminescence, 4-6 h; cells express a hypersensitive GLP-1R form; Potency, µM (highest dose often 45.6 µM), inactives show at the top dose activation, usual class: activators; 380,000 tested, 0.007% active; AID 624172; note: potency is the fitted concentration of half-maximal effect; % of control where 0% means no effect
Target sequence (P43220 whole entry, looked up): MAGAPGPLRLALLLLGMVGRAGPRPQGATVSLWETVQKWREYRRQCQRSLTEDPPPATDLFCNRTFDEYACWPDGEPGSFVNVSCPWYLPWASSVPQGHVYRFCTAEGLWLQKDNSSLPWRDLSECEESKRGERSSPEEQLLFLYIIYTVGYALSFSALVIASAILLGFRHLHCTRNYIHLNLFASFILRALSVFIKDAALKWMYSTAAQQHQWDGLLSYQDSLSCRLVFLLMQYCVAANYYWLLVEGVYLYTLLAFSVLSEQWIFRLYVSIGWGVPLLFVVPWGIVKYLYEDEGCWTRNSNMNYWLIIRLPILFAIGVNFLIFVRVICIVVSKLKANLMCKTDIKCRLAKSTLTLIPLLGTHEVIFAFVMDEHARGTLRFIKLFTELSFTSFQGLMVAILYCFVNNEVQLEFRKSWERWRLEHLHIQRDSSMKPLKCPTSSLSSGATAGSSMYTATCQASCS
TDP-43 yeast inh: inhibitors of TDP-43 toxicity in yeast; TDP-43 expressing yeast growth rescue, BacTiter-Glo, 24 h; Potency, µM (titrated, usually from 46.1 µM), for the others: at the top dose growth rescue (activation), most hits filed as activators; 410,000 tested, 1.8% active; AID 652104; note: potency is the fitted concentration of half-maximal effect; % of control where 0% means no effect; nearly all actives have a fitted effect of over 50% in size
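In this qHTS, compounds that restore growth of yeast expressing TDP-43 appear as activators. Cells (OD600=0.02, galactose medium, raffinose-pregrown) are incubated with compound 24 hr at 30 deg C and growth is quantified by BacTiter-Glo.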
KB-V1 cytotox: kills drug-selected multidrug resistant KB-V1 cells | 400,000 tested, 3.4% active | KB-V1 MDR cells viability, CellTiter-Glo, 72 h | AID 1347076 | Potency, µM (titrated, usually from 46.1 µM), without a hit: at the top dose activity change, negative = cytotoxicity, most hits filed as cytotoxic; note: potency is the fitted concentration of half-maximal effect; % is set by controls: 0 for no effect and ±100 for the full control effect; nearly all actives have a fitted effect of over 60% in size
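Readout: CellTiter-Glo luminescence, 10 min after addition. Cells: KB-V1 MDR subline, 72 h at 37 degrees C with compound. Analysis: corrected, normalized data fitted to concentration-effect curves.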
D3 ag: agonists of human D3 dopamine receptor | P35462 | D3R DiscoveRx beta-arrestin cells, luminescence, 90 min | max activation, % | 410,000 tested, 0.58% active; in the data active = max activation above about 30%; note: 0% is about no effect; mostly tested at two doses, the higher about 12 µM
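Cells at 1500/well, incubated overnight, then treated with pinned compounds (dopamine as control) for 90 min at 37 degrees C. DiscoveRx reagent added for 30 - 60 minutes at room temperature; luminescence read.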
GLP1R inv ag: acts as inverse agonist at human GLP-1 receptor; Potency, µM (doses to about 38.3 µM), inactives show at the highest dose activity change, negative = inhibition, most hits filed as inhibitors; HEK293 GLP-1R CRE-luciferase, luminescence, 24 h; GLP-1R form is constitutively active; 410,000 tested, 1.6% active; note: potency is the fitted concentration of half-maximal effect; % is set by controls: 0 for no effect and ±100 for the full control effect; nearly all actives have a fitted effect of over 55% in size
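HEK293 cells stably co-expressing a cAMP-responsive luciferase reporter and constitutively active GLP-1R were seeded, incubated 12 h, then exposed to compounds for 24 h at 37 C. Luminescence was read 12 min after detection reagent; inverse agonists lower signal.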
Active calls of the source: *; i = inactive; ? = inconclusive; · = no result given; [ ] = another dose, or the depositor's remark. Unless noted, calls come from the whole dose curve; as a rule, active = well fitted curve in the direction sought with a large enough effect; inconclusive = small, poorly fitted or top-dose-only effect, or another doubt; inactive = no such curve, though single readings can be large; an effect the other way counts as inactive or inconclusive. This is a subset; rates above refer to the full screens.

The line under a structure holds: GLP1R cytotox, aSyn rescue, DRD3 antagonist, PTHR1 agonist, GLP-1R agonist, TDP-43 yeast inh, KB-V1 cytotox, D3 ag, GLP1R inv ag
- COCCNC(=O)C(c1ccc(C)o1)N(C(=O)c1snc(C(N)=O)c1N)c1ccc(C)cc1 (stereo not drawn)
    6%, ?, 38, -17%[57.5 µM], -5%, -18%, -5%, 2, -2%
- CC(C)c1ccccc1NC(=O)CC1(CC(=O)O)CCCC1
    0%, 8%, -23, i, 4%, -15%, 0%, -1, -1%
- CCOc1ccc(NS(=O)(=O)c2ccc(C(=O)N3CCN(c4ncccn4)CC3)cc2)cc1
    2%, 3%, 15, -49%[inhibitor], 4%, -3%, ?, 2, 11%
- CC1(C)CC(=NNC(=O)c2n[nH]c3c2CCC3)CC(C)(C)N1
    -10%, -2%, 7, ?, -3%, -5%, ?, -1, 5%
- CCC(=O)Nc1cccc(C(=O)OCc2cccc([N+](=O)[O-])c2)c1
    1%, -9%, -1, -57%[inhibitor], 15%, 11µM*, 6%, 4, 17%
- COC(=O)c1ccccc1NC(=O)c1nc(-c2ccc(Cl)cc2)n2c1CCCCC2
    1%, ·, ·, i, ·, 8%, ?, -12, 2%
- Cc1ccc(N2C(=O)CC(Sc3ccccc3C(=O)O)C2=O)cc1C (stereo not drawn)
    7%, 5%, 10, i, 6%, 5%, 3%, -1, -5%
- COc1ccc(-c2n[nH]c(=S)n2Cc2ccccc2)cc1
    22%, -11%, 11, i, -9%, 28%, -10%, -3, -17%
- CC1(C)CC(=O)c2c(-c3cccnc3)n[nH]c2C1
    5%, -6%, 11, i, 1%, -2%, -14%, 3, -8%
- COc1ccc(Cn2ccc3nc(C)c(C(=O)Nc4ccc(OC(F)(F)F)cc4)cc3c2=O)cc1
    -23%, ·, ·, -10%, ·, 17%, 23%, 5, ?
- COc1ccc(NS(=O)(=O)c2cc(NC(=O)c3ccco3)ccc2N2CCCC2)cc1
    -20%, 6%, -56*, i, -3%, -3%, ?, -6, 0%
- COc1cc(SC)ccc1C(=O)OCC(=O)NC(=O)NC(C)C
    2%, 0%, 14, -6%, 2%, ?, -8%, 12, 8%
- CCOC(=O)N1CCN(C(=O)C(C)(C)Oc2ccc(Cl)cc2)CC1
    1%, 10%, 9, i, 14%, ?, -20%, 0, ?
- COc1ccc(NC(=S)c2ccccc2)cc1
    -7%, -9%, -3, i, 2%, ?, 14%, 3, 11%
- CCCN(CC(=O)Nc1ccccc1C)C(=O)c1nn(CC)c(=O)c2ccccc12
    -26%, -2%, -10, -30%, 24%, 16%, 8.2µM*, 6, -1%

Looked up by structure from the entries so far (2):
The line under a structure holds: GLP1R cytotox, aSyn rescue, DRD3 antagonist, PTHR1 agonist, GLP-1R agonist, TDP-43 yeast inh, KB-V1 cytotox, D3 ag, GLP1R inv ag
- CCCN(CC(=O)Nc1ccccc1C)C(=O)c1nn(CC)c(=O)c2ccccc12
    -26%, -2%, -10, -30%, 24%, 16%, 8.2µM*, 6, -1%
- COc1ccc(NC(=S)c2ccccc2)cc1
    -7%, -9%, -3, i, 2%, ?, 14%, 3, 11%

(more compounds)
The line under a structure holds: GLP1R cytotox, aSyn rescue, DRD3 antagonist, PTHR1 agonist, GLP-1R agonist, TDP-43 yeast inh, KB-V1 cytotox, D3 ag, GLP1R inv ag
- Oc1ccc(Cl)cc1CNCC1CCCO1 (stereo not drawn)
    -13%, -2%, ?, -23%[57.5 µM], -4%, -13%, 11%, 1, 0%
- CCN(CC)C(=O)[C@H]1C[C@H](CC(=O)NCCCn2ccnc2)C(=O)N2CCc3c([nH]c4cc(CCC(=O)N(C)C)ccc34)[C@]12C
    1%, -2%, ?, -10%, -4%, -7%, 0%, -29, 15%
- O=C(NCc1cccs1)c1cnn2cccnc12
    -13%, 0%, -20, -1%[57.5 µM], 3%, -18%, -2%, -9, 1%
- COc1cccc(C2=CC(c3ccc(OC)c(OC)c3OC)n3nnnc3N2)c1 (stereo not drawn)
    264%[activator], 4%, 9, i, -3%, 0%, -6%, 2, 6%
- Cc1ccc(-c2nc3ccccc3n2C(C)C(=O)NC(C)(C)C)cc1 (stereo not drawn)
    -16%, 4%, 5, -19%, ·, 21%, -28%, 1, -22%
- CCOc1ccc(NC(=O)N2CCN3CCCCC3C2)cc1 (stereo not drawn)
    0%, ·, ·, -13%, ·, 2%, ·, -9, 1%
- C#CCOC(=O)C[N+](C)(C)CC#Cc1ccccc1
    4%, 1%, 2, i, -3%, 19%, ?, -6, 2%
- CC1CCN(C(=S)Nc2ccc(F)cc2)CC1
    1%, -3%, ?, -1%, 1%, 0%, ?, -7, ?
- CC(C)C1C(=O)Nc2ccc(S(=O)(=O)NCc3ccc(Cl)cc3)cc21 (stereo not drawn)
    -13%, 0%, ·, -35%[inhibitor], 11%, 14%, 7%, -5, ?
- Cc1nc(-c2cccc(NC(=O)Nc3ccccc3C(F)(F)F)c2)no1
    10%, -6%, ·, -21%, -5%, 11%, -8%, -12, 8%
- CCC(CO)NC(=O)c1ccc(-c2nn(C)c(=O)c3ccccc23)cc1 (stereo not drawn)
    7%, ·, 11, -19%, 1%, 1%, 3%, 0, 44%[activator]
- O=C(Nc1cccc(S(=O)(=O)N2CCCCCC2)c1)c1cncc(Br)c1
    1%, 9%, 15, -48%[inhibitor], -1%, ?, ?, -3, ?
- CCOc1ccc2oc(C(=O)OCC(=O)NCc3ccc(OC)cc3)c(C)c2c1
    -20%, ?, -7, i, 6%, 0%, 25%, 1, -24%
- Cc1oc2ccc(O)c(CN3CCOCC3)c2c1C(=O)c1ccc(Cl)cc1
    4%, 4%, 9, -14%, -5%, 18%, ?, 3, 0%
- COC(=O)c1ccc(CNC(=O)c2ccc(NS(=O)(=O)c3ccc4[nH]c(=O)[nH]c4c3)cc2)cc1
    1%, -4%, 7, i, 6%, 1%, 2%, 5, 9%
- CCCC1=NN(C(=O)Cc2ccc([N+](=O)[O-])cc2)C(O)(C(F)(F)F)C1 (stereo not drawn)
    -25%, 2%, 5, i, 9%, -7%, ?, 7, ?
- CC1(c2ccc3c(c2)OCCCO3)NC(=O)N(CC(=O)NCCc2ccc(F)cc2)C1=O (stereo not drawn)
    -5%, -7%, 20, -18%, 11%, 15%, -2%, 6, -28%
- COc1ccc(Cc2nnc(NC(=O)c3cccc(F)c3)s2)cc1OC
    0%, 8%, -3, 0%, 3%, 13%, -14%, 0, 19%
- CCC(CC)C(=O)Nc1cccc(S(=O)(=O)c2cccc(NC(=O)C(CC)CC)c2)c1
    10%, ·, 13, -5%, -1%, 9%, 3%, -1, 3%
- COc1ccc(C(O)C(CN2CCOCC2)c2ccccc2)cc1 (stereo not drawn)
    ?, 1%, 6, i, -1%, 17%, 1%, -2, -1%
- COc1cccc(CNC(=O)C2CCN(S(=O)(=O)c3ccc(F)cc3)CC2)c1
    6%, -10%, 2, i, 1%, 11%, 23µM*, -5, -13%
- Cc1c(Cl)cccc1NC(=O)CN1CCC(C(O)(c2ccccc2)c2ccccc2)CC1
    -21%, 9%, -62*, -3%[57.5 µM], -8%, -18%, ?, -64, ?
- CC1=Nc2ccc(Br)cc2C(c2ccccc2)N1CC(=O)O (stereo not drawn)
    -5%, -7%, -20, -26%, 0%, 10%, -4%, -1, 4%
- Cc1ccc(Cn2c3ccccc3c3cnn(CC(=O)N4CCCCCC4)c(=O)c32)cc1
    4%, ·, ·, -11%, ·, 5%, ·, 3, -3%
- Cn1c(=O)c2c(nc(N3CCCCCC3)n2CC(=O)c2ccc(Br)cc2)n(C)c1=O
    -9%, -1%, 18, -3%[57.5 µM], 0%, -7%, 6%, 4, 4%
- Nc1nonc1-n1nnc(C(=O)N/N=C/c2ccc(Cl)cc2Cl)c1CN1CCCC1
    -15%, -7%, 2, -27%, 0%, -8%, 2%, -6, -21%
- Cc1cc(C(=O)N/N=C/c2cc(Br)cc([N+](=O)[O-])c2O)c2ccccc2n1
    -16%, 3%, -94*, i, -38%[inhibitor], 19%, ?, -14, ?
- CC(C)=CC(=O)N1CCC(n2nccc2NC(=O)CCc2ccccc2)CC1
    -4%, 9%, 11, -73%[inhibitor], 0%, 13%, -3%, -13, 18%
- O=C(C1CCN(S(=O)(=O)c2ccc(Br)s2)CC1)N1CCN(c2cccc(Cl)c2)CC1
    0%, ·, ·, i, ·, 0%, 0%, 3, -23%
- O=C(CCNC(=O)C1CCN(S(=O)(=O)c2ccc(F)cc2)CC1)NCc1ccc(F)cc1
    7%, -5%, 7, -1%, -1%, 1%, ?, 1, -7%
- CCOc1ccc(-c2nnc3ccc(SCC(=O)N4CCCCC4)nn23)cc1
    -8%, 1%, 1, i, -2%, 14%, 9%, 6, -9%
- Cc1ccc(Oc2ncccc2NC(=O)CC(CC(=O)O)c2ccccc2)c2c1CCC2 (stereo not drawn)
    -13%, 10%, 2, -19%, 4%, -18%[1.82 µM], ?, -8, 45%[activator]
- O=C(OCc1cnc(Cl)s1)c1ccccc1Cl
    0%, 11%, -1, i, 31%, ?, -15%, 2, 19%
- CCn1c(SCC(N)=O)nnc1-c1ccc(S(=O)(=O)N2CCN(C)CC2)cc1
    -6%, -2%, -17, 8%[57.5 µM], 12%, -17%, 1%, 3, 0%
- CC(=O)c1ccc(NC(=O)COC(=O)/C=C/c2cccs2)cc1
    13%, 3%, -11, -57%[inhibitor], 1%, 18%, 0%, -4, -6%
- COc1ccccc1N=Cc1c(C)[nH]n(-c2ccc(C)cc2C)c1=O
    1%[7.66 µM], -1%, 0, i, 6%, -6%[9.22 µM], 15%, 4, -9%[7.66 µM]
- CCOC(=O)C1(Cc2ccc(OC)cc2)CCN(C(=O)CCc2cnccn2)CC1
    4%, -2%, 1, i, 9%, -1%, 10%, 3, 11%

Bioassay records (PubChem BioAssay)
